Screening data (PubChem)
TIM10 inh = growth inhibitors of TIM10 yeast strain | 330,000 compounds, 1.4% hits | inhibition, % at 10 µM | AID 463195 | S. cerevisiae TIM10 strain growth, BacTiter-Glo luminescence, 24 h;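 active means inhibition of 40% or more at the single tested concentration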;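 further: wild-type TIM10 isogenic control strain grown at permissive 25 °C; 0% = DMSO yeast wells and 100% = minimal medium wells without yeast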
tim10-1 inh = growth inhibitors of tim10-1 mutant yeast; S. cerevisiae tim10-1 ts strain growth, BacTiter-Glo, 24 h; inhibition, % at 20 µM; 330,000 compounds, 2.2% hits; AID 463190;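 active means inhibition of at least 40%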;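 further: mutant grown at 25 °C; 0% = DMSO wells with yeast and 100% = wells holding no yeast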
Mdm2-MdmX inh = disrupts the human Mdm2-MdmX interaction; O15151+Q00987; SaOS-2 split-luciferase Mdm2/MdmX complementation, luminescence; 330,000 compounds, 3% hits; inhibition, % at 8 µM; AID 485346;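 active means inhibition of at least 50% at 8 µM in the primary screen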
Target sequence (O15151 whole entry, looked up): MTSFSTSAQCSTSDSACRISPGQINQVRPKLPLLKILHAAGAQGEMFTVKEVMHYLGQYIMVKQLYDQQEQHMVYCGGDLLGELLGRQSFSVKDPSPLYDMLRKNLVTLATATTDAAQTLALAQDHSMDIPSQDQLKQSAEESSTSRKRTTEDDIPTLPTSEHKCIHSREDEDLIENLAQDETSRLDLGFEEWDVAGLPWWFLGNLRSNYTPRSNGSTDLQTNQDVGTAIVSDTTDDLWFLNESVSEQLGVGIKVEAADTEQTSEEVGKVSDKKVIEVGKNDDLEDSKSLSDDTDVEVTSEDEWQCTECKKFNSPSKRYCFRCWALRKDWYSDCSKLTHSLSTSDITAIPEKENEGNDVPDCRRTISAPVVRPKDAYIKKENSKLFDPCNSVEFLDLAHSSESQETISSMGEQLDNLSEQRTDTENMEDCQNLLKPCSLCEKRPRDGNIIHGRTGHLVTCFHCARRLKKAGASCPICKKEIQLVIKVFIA
Target sequence (Q00987 whole entry, looked up): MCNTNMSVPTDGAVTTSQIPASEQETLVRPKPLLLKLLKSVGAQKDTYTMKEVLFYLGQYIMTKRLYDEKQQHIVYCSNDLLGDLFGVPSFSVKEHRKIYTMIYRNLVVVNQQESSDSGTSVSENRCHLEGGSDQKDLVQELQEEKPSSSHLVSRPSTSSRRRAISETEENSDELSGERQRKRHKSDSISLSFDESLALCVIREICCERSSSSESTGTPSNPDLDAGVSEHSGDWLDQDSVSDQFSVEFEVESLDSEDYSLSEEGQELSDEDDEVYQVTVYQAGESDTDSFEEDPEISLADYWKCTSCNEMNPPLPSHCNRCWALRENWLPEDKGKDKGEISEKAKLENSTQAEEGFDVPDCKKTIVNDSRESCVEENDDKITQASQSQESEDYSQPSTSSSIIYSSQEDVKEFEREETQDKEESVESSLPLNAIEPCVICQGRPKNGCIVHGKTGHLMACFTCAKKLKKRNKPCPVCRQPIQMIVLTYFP
APJ antagonist = blocks the human apelin receptor APJ | 330,000 compounds, 0.32% hits | CHO-K1 APJ beta-arrestin complementation, luminescence | inhibition, % at 20 µM;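 active means inhibition above about 40% at 20 µM, limit read from the data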;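 further: cells challenged with 10 nM apelin-13 agonist together with compound; plate controls were apelin-13 plus DMSO wells for no effect and DMSO wells lacking apelin-13 for full effect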
CXCR6 block = inhibitors of human CXCR6 receptor; O00574; CHO-K1 PathHunter CXCR6 beta-arrestin, luminescence; inhibition, % at 20 µM; 360,000 compounds, 0.36% hits; in the data active means inhibition above about 34%, passing the limit was not always enough;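 further: antagonist mode with CXCL16 agonist at 10 nM final; 0% = 10 nM CXCL16 with DMSO and 100% = unstimulated wells without agonist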
APJ ag = activates the human apelin receptor APJ | P35414 | CHO-K1 APJ PathHunter beta-arrestin, luminescence; 0% DMSO wells, 100% apelin | activation, % at 20 µM | 330,000 compounds, 0.11% hits;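 active means activation more than six SD over the plate average, tested at 20 µM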;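 further: 0% = DMSO alone and 100% = apelin-13 at 10 nM; some results filed as inactive read as strong as hits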
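Assay system: CHO-K1 APJ beta-arrestin complementation cell line / Compound: single test compound dose, 20 µM final, 1% DMSO / Times: overnight seeding, 90 min compound at 25 °C, 1 h detection / Technique: beta-gal luminescence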
CHOP UPR activ = activators of apoptotic arm of unfolded protein response (CHOP). CHO-CHOP luciferase reporter, UPR activation, luminescence; percent of tunicamycin response over DMSO baseline. activation, % at 10 µM. 330,000 compounds, 0.34% hits. AID 449763;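 active means at 10 µM dose, activation of 40% or more, normalized to positive control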;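 further: 100% = tunicamycin at 10 µg/mL and 0% = DMSO alone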
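Assay system: CHO-CHOP cells, stable luciferase reporter of PERK-eIF2a-CHOP signalling / Buffer or medium: F12 plus 10% serum / Compound dosing: one dose, 10 µM in 0.5% DMSO / Times: 6 h compound treatment, 37 °C / Technique: luciferase luminescence / Read-out: % reporter activation, DMSO baseline versus tunicamycin full activation / Benchmarks: tunicamycin and DMSO controls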
XBP1 UPR activ = activators of adaptive arm of unfolded protein response (XBP1). CHO-XBP1 luciferase reporter, IRE1-XBP1 UPR activation, luminescence; percent of tunicamycin response, DMSO as zero. activation, % at 20 µM. 330,000 compounds, 0.33% hits. AID 463104;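 active means versus positive control, 20 µM dose yields 30% or more activation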;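 further: 100% = tunicamycin at 10 µg/mL and 0% = DMSO only wells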
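Material – CHO cell line with stable XBP1 luciferase reporter · Buffer or medium – F12 plus 10% FBS · Compound – single point, 20 µM final compound, 1% DMSO · Schedule – 16-18 h cell attachment at 37 °C, then 6 h compound exposure · Signal – Steady-Glo luminescence read · Benchmarks – high control tunicamycin 10 µg/mL final, low control DMSO vehicle only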
tim23-1 inh = growth inhibitors of tim23-1 mutant yeast | S. cerevisiae tim23-1 growth, BacTiter-Glo luminescence, 24 h | inhibition, % at 20 µM | 330,000 compounds, 1.3% hits;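 active means growth inhibition of the mutant yeast at or above 50%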;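 further: temperature-sensitive mutant grown at 25 °C; plate controls were DMSO-treated mutant yeast for no effect and medium wells lacking yeast for full effect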
Starred values were filed as active, the others as inactive. A portion of the library; the hit share may differ from the screen's.

Results for CCN(c1cccc(C)c1)S(=O)(=O)c1cccc2nsnc12 ?
TIM10 inh: 25; tim10-1 inh: 14; Mdm2-MdmX inh: 3; APJ antagonist: 15; CXCR6 block: 10; APJ ag: -4; CHOP UPR activ: 0.7; XBP1 UPR activ: -3; tim23-1 inh: 2

How did O=C(CC(Sc1ccc(Br)cc1)C(=O)O)c1ccc(F)cc1 (configuration not stated) do in these assays?
TIM10 inh: 12; tim10-1 inh: 42*; Mdm2-MdmX inh: -1; APJ antagonist: 11; CXCR6 block: -9; APJ ag: -2; CHOP UPR activ: -1.8; XBP1 UPR activ: 0; tim23-1 inh: 29

Results for C=C(C)Cn1c(SCC#N)nc2ccccc2c1=O ?
TIM10 inh: -2; tim10-1 inh: -17; Mdm2-MdmX inh: 10; APJ antagonist: 19; CXCR6 block: 1; APJ ag: 0; CHOP UPR activ: 1.1; XBP1 UPR activ: -2; tim23-1 inh: 4

What do the screens show for `Cc1ccc(C(=O)c2cnc3ccccc3c2-c2ccccc2)cc1`?
TIM10 inh: 24; tim10-1 inh: 17; Mdm2-MdmX inh: 56*; APJ antagonist: 19; CXCR6 block: -4; APJ ag: -5; CHOP UPR activ: -0.2; XBP1 UPR activ: -1; tim23-1 inh: 30

What do the screens show for `CCn1cc(C(=O)OCC(=O)N(C)C2CCS(=O)(=O)C2)c(=O)c2ccc(C)nc21` (configuration not stated)?
TIM10 inh: -12; tim10-1 inh: 7; Mdm2-MdmX inh: -4; APJ antagonist: 15; CXCR6 block: -4; APJ ag: -5; CHOP UPR activ: -2.1; XBP1 UPR activ: 6; tim23-1 inh: 6

What do the screens show for `CCOCCCN(C)C1CCN(C(=O)c2oc3ccccc3c2NC(=O)Cc2cccc([N+](=O)[O-])c2)CC1`?
TIM10 inh: 5; tim10-1 inh: 1; Mdm2-MdmX inh: 20; APJ antagonist: 5; CXCR6 block: 11; APJ ag: -4; CHOP UPR activ: 0.4; XBP1 UPR activ: -1; tim23-1 inh: -3

What do the screens show for `S=C(c1ccc[nH]1)N1CCOCC1`?
TIM10 inh: -1; tim10-1 inh: 1; Mdm2-MdmX inh: 5; APJ antagonist: -9; CXCR6 block: -11; APJ ag: 5; CHOP UPR activ: 1.2; XBP1 UPR activ: -1; tim23-1 inh: 17

What do the screens show for `CCOC(=O)CN1C(c2ccccc2O)Nc2ccc(Br)cc2C1c1ccccc1` (configuration not stated)?
TIM10 inh: 9; tim10-1 inh: 11; Mdm2-MdmX inh: 22; APJ antagonist: -7; CXCR6 block: -1; APJ ag: -2; CHOP UPR activ: -0.3; XBP1 UPR activ: 0; tim23-1 inh: 39

What do the screens show for `CC(C)(Cc1ccc(O)cc1)NC(=O)c1ccccc1`?
TIM10 inh: 3; tim10-1 inh: 24; Mdm2-MdmX inh: 4; APJ antagonist: -13; CXCR6 block: -5; APJ ag: -2; CHOP UPR activ: 0.5; XBP1 UPR activ: -4; tim23-1 inh: -2

How did O=C1CC(N2CCC(c3nc4ccccc4s3)CC2)C(=O)N1 (configuration not stated) do in these assays?
TIM10 inh: 11; tim10-1 inh: 9; Mdm2-MdmX inh: -29; APJ antagonist: 0; CXCR6 block: 4; APJ ag: 1; CHOP UPR activ: 0.3; XBP1 UPR activ: -2; tim23-1 inh: 15

Results for COc1ccc(NC(=S)N2CCN(c3ccccn3)CC2)cc1 ?
TIM10 inh: -4; tim10-1 inh: 11; Mdm2-MdmX inh: 11; APJ antagonist: -1; CXCR6 block: 8; APJ ag: -3; CHOP UPR activ: -1.8; XBP1 UPR activ: 1; tim23-1 inh: 4

What do the screens show for `CC1CCCC(C)N1C(=O)c1cc2ncc(CCCl)cn2n1` (configuration not stated)?
TIM10 inh: 0; tim10-1 inh: 30; Mdm2-MdmX inh: 1; APJ antagonist: -23; CXCR6 block: -5; APJ ag: -2; CHOP UPR activ: 1.2; XBP1 UPR activ: -2; tim23-1 inh: 20

Results for O=C(NCc1ccco1)c1cnn2c(C(F)F)cc(-c3ccccc3)nc12 ?
TIM10 inh: -17; tim10-1 inh: -7; Mdm2-MdmX inh: 3; APJ antagonist: 3; CXCR6 block: 5; APJ ag: -5; CHOP UPR activ: 6.4; XBP1 UPR activ: 5; tim23-1 inh: -10

What do the screens show for `Cc1noc(C)c1S(=O)(=O)Nc1ccc(C(=O)N2CCC(C)CC2)cc1`?
TIM10 inh: -3; tim10-1 inh: -9; Mdm2-MdmX inh: 10; APJ antagonist: 1; APJ ag: -4; CHOP UPR activ: 1.5; XBP1 UPR activ: 0; tim23-1 inh: 1

How did O=C(Nc1ccc(F)cc1)c1ccc2snnc2c1 do in these assays?
TIM10 inh: 1; tim10-1 inh: 1; Mdm2-MdmX inh: 5; APJ antagonist: 21; CXCR6 block: 2; APJ ag: -2; CHOP UPR activ: 4.8; XBP1 UPR activ: 1; tim23-1 inh: 15

How did COc1ccccc1CNC(=S)Nc1ccc(S(N)(=O)=O)cc1 do in these assays?
TIM10 inh: 3; tim10-1 inh: 11; Mdm2-MdmX inh: 11; APJ antagonist: -21; CXCR6 block: -1; APJ ag: -3; CHOP UPR activ: 2.5; XBP1 UPR activ: 0; tim23-1 inh: -1

Results for Cc1ccc(-c2c(C)sc(NC(=O)C3C4CCC(O4)C3C(=O)O)c2C(=O)OC(C)C)cc1 (configuration not stated) ?
TIM10 inh: 3; tim10-1 inh: 15; Mdm2-MdmX inh: 22; APJ antagonist: -15; CXCR6 block: -4; APJ ag: -4; CHOP UPR activ: 0.0; XBP1 UPR activ: -3; tim23-1 inh: 4

What do the screens show for `COc1cccc(NC(=O)Nc2cc(Cl)ccc2C)c1`?
TIM10 inh: 25; tim10-1 inh: 19; Mdm2-MdmX inh: 21; APJ antagonist: -1; CXCR6 block: -2; APJ ag: -1; CHOP UPR activ: -0.1; XBP1 UPR activ: 2; tim23-1 inh: 9

Results for COc1ccc(CNC(=O)CCCC(=O)n2nc(C)c3ccccc32)cc1 ?
TIM10 inh: 1; tim10-1 inh: 17; Mdm2-MdmX inh: 7; APJ antagonist: 0; CXCR6 block: 6; APJ ag: -5; CHOP UPR activ: -0.2; XBP1 UPR activ: 1; tim23-1 inh: 18

How did Cc1cccc(CCNC(=O)C2CCN(S(=O)(=O)c3ccccc3)CC2)c1 do in these assays?
TIM10 inh: 7; tim10-1 inh: 28; Mdm2-MdmX inh: -8; APJ antagonist: 3; CXCR6 block: 11; APJ ag: -4; CHOP UPR activ: 0.0; XBP1 UPR activ: -2; tim23-1 inh: 24

What do the screens show for `CN(Cc1cccc(F)c1)C(=O)CSc1nnc(C2CC2)n1C1CC1`?
TIM10 inh: -4; tim10-1 inh: -8; Mdm2-MdmX inh: 4; APJ antagonist: 15; CXCR6 block: -2; APJ ag: -4; CHOP UPR activ: 1.3; XBP1 UPR activ: 3; tim23-1 inh: -7

How did CCOC(=O)c1ccc(NC(=O)CSc2nc3cccnc3n2C)cc1 do in these assays?
TIM10 inh: -6; tim10-1 inh: 17; Mdm2-MdmX inh: -25; APJ antagonist: -6; CXCR6 block: -3; APJ ag: 9; CHOP UPR activ: -1.0; XBP1 UPR activ: -3; tim23-1 inh: 0

What do the screens show for `CCOCCCN(C)C1CCN(C(=O)c2oc3ccccc3c2NC(=O)COc2cccc(C)c2)CC1`?
TIM10 inh: 10; tim10-1 inh: 22; Mdm2-MdmX inh: 28; APJ antagonist: 15; CXCR6 block: 6; APJ ag: -5; CHOP UPR activ: 2.1; XBP1 UPR activ: -9; tim23-1 inh: 18

How did COc1ccc(NC2CCCN(C(=O)c3cc4ncccn4n3)C2)cc1 (configuration not stated) do in these assays?
TIM10 inh: -3; tim10-1 inh: 15; Mdm2-MdmX inh: -7; APJ antagonist: -4; CXCR6 block: -3; APJ ag: -2; CHOP UPR activ: 1.8; XBP1 UPR activ: -2; tim23-1 inh: 15

Results for COc1ccc([N+](=O)[O-])cc1C(=O)Nc1ccc(Cc2ccncc2)cc1 ?
TIM10 inh: 30; tim10-1 inh: 15; Mdm2-MdmX inh: -29; APJ antagonist: 8; CXCR6 block: -2; APJ ag: 16*; CHOP UPR activ: 0.6; XBP1 UPR activ: -1; tim23-1 inh: 19

How did COc1cccc2c(N/N=C/c3ccc(O)c(O)c3)cc(C)nc12 do in these assays?
TIM10 inh: 7; tim10-1 inh: -4; Mdm2-MdmX inh: 5; APJ antagonist: 1; CXCR6 block: 5; APJ ag: 0; CHOP UPR activ: 2.0; XBP1 UPR activ: -4; tim23-1 inh: -3

Results for N#Cc1ccccc1OCC(=O)NC(N)=O ?
TIM10 inh: 7; tim10-1 inh: 12; Mdm2-MdmX inh: -3; APJ antagonist: 3; CXCR6 block: -3; APJ ag: 1; CHOP UPR activ: 0.3; XBP1 UPR activ: -1; tim23-1 inh: 4

Results for OCCOCCNc1ncnc2sc(-c3ccccc3)cc12 ?
TIM10 inh: 22; tim10-1 inh: 29; Mdm2-MdmX inh: 0; APJ antagonist: 4; CXCR6 block: -2; APJ ag: 1; CHOP UPR activ: -2.1; XBP1 UPR activ: 0; tim23-1 inh: -2

What do the screens show for `Cc1ccc(CNS(=O)(=O)c2cc(F)ccc2CN2C(=O)c3cccnc3C2=O)o1`?
TIM10 inh: -3; tim10-1 inh: -3; Mdm2-MdmX inh: 10; APJ antagonist: 0; CXCR6 block: -6; APJ ag: -4; CHOP UPR activ: 0.3; XBP1 UPR activ: -2; tim23-1 inh: -6

How did Cc1ccc(S(=O)(=O)NC(C)(C)CN2CCc3ccccc3C2)cc1 do in these assays?
TIM10 inh: -79; tim10-1 inh: -90; Mdm2-MdmX inh: 1; APJ antagonist: 15; CXCR6 block: 6; APJ ag: -5; CHOP UPR activ: -0.5; XBP1 UPR activ: 2; tim23-1 inh: -65

What do the screens show for `Cc1ccc(CNS(=O)(=O)c2ccc(C(C)(C)C)cc2)n1C`?
TIM10 inh: -1; tim10-1 inh: 26; Mdm2-MdmX inh: -2; APJ antagonist: -8; CXCR6 block: -2; APJ ag: -6; CHOP UPR activ: -0.6; XBP1 UPR activ: 1; tim23-1 inh: 33

What do the screens show for `COc1ccc([N+](=O)[O-])cc1NC(=O)C(C)OC(=O)C1CCCC1` (configuration not stated)?
TIM10 inh: 9; tim10-1 inh: 23; Mdm2-MdmX inh: 14; APJ antagonist: -40; CXCR6 block: 4; APJ ag: -5; CHOP UPR activ: 1.2; XBP1 UPR activ: -6; tim23-1 inh: 20

What do the screens show for `COc1ccc(NC(=O)Cn2c3ccccc3c3nc4n(c(=O)c32)CCS4)cc1OC`?
TIM10 inh: 6; tim10-1 inh: 2; Mdm2-MdmX inh: 10; APJ antagonist: 7; CXCR6 block: 8; APJ ag: -1; CHOP UPR activ: 1.1; XBP1 UPR activ: -4; tim23-1 inh: -2
